# NR2E3 ag-1 = NR2E3 agonists in two-hybrid cells, primary screen, cell-based, luminescence, CHO-S, Gal4-NCOR/VP16-NR2E3 | Photoreceptor-specific nuclear receptor (Homo sapiens), Q9Y5X4 | luciferase | inhibition of corepressor binding, % at 3.98 µM | 360,000 tested, 0.35% active | AID 602229, 2012;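 active means inhibition above the mean of all tested compounds plus 3 SD, cut at about 70% in these data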;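 further: 0% = DMSO with NR2E3 transfected cells and 100% = cells lacking NR2E3 construct; higher means lower luciferase signal from less NR2E3 corepressor binding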
# Target sequence (Q9Y5X4 whole entry, looked up, the tested form may be a part): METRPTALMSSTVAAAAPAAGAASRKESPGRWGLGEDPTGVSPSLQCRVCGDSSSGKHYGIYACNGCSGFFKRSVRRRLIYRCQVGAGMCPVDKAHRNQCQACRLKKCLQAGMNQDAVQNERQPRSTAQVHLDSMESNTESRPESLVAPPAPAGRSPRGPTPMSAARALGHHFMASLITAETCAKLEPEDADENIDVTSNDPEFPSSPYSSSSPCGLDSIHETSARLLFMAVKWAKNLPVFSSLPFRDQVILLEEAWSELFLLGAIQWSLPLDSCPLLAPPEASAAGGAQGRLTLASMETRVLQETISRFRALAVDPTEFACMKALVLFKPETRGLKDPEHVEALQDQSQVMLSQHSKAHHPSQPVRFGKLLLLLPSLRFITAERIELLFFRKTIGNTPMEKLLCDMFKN
# Peg3 promoter = Peg3 promoter-driven luciferase inhibitors, primary screen, cell-based, HeLa, luciferase luminescence | 360,000 tested, 1.7% active | HeLa PEG-Prom luciferase reporter, overnight | inhibition, % at 20 µM | AID 588405, 2011;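 active means inhibition of at least 50% at 20 µM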
# NR2E3 ag-2 = inhibitors of NR2E3-RetCOR corepressor binding, primary screen, NR2E3 agonist project, biochemical, TR-FRET, GST-NR2E3, biotin-RetCOR | 1536-well | inhibition of corepressor binding, % at 4.78 µM | 320,000 tested, 0.12% active | AID 2300, 2010;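 active means percent inhibition above the cutoff of mean plus 3 SD of all tested compounds, set per screening campaign, cut at about 20% in these data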;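 further: 0% = DMSO wells and 100% = biotin wells as full block of FRET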
#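 System: GST-tagged NR2E3 plus biotinylated RetCOR corepressor; Buffer or medium: pH 7.5 Tris-based buffer; Probe or stimulus: RetCOR corepressor, biotinylated, 7 nM; Doses: compound at 4.8 µM, single dose; Schedule: 5 h incubation at 4 °C; Technique: time-resolved FRET; Evaluation: percent inhibition of TR-FRET ratio; Replication: one well per compound, singlicate testing.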
# MITF TRPM1 inh = inhibitors of MITF-dependent TRPM1 promoter reporter, primary screen, cell-based, SK-MEL-5, single point, luciferase; AID 488899, 2010; 330,000 tested, 0.83% active; SK-MEL-5 TRPM1 promoter luciferase, 24 h; inhibition, % at 12.5 µM;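 active means mean inhibition across replicates of 60% or more, whatever share of single replicates reaches that level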; further: values of inactives mirror those of a sister screen read the other way
# CF NFkB block = inhibitors of PAF-induced NF-kB signaling, primary screen, cell-based, GFP fluorescence, uHTS. 360,000 tested, 0.86% active. AID 588850, 2011. KKLEB NF-kB-GFP reporter, GFP fluorescence overnight. inhibition, % at 5 µM;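 active means at least 50% inhibition at 5 µM, scaled per plate between neutral and stimulator controls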;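 further: PAF is a Pseudomonas aeruginosa culture filtrate used as stimulus; plate controls were PAF-stimulated DMSO wells for no effect and unstimulated DMSO wells for full effect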
# Vif inh = HIV Vif self-association inhibitors, primary screen, imaging, HEK293T, single point. 340,000 tested, 0.35% active. inhibition, % at 7.49 µM. HEK293T cells, Vif self-association by quenched fluorescence, 24 h; in the data active means inhibition above about 50%, passing the limit was not always enough; further: some results filed as inactive read as strong as hits
# CaV13 FRET inh = Primary screen for inhibitors of IQ motif and Ca2+-dependent inactivation inhibitor domain binding in CACNA1D, Förster resonance energy transfer in living cells, …. HEK cells, CFP/YFP FRET ICDI-IQ, plate reader, 10 min; percent FRET-ratio fall versus neutral wells. inhibition, % at 12.3 µM. 340,000 tested, 0.098% active. AID 743397;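 active means mean replicate inhibition of at least 30% and at least 1% of replicates passing that level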;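 further: 0% = median of the neutral control wells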
# PDI turbidity = inhibitors of human PDI, primary screen, biochemical, turbidity, single point, plate reader. Protein disulfide-isomerase (Homo sapiens), P07237. PDI insulin aggregation turbidity, A650, 90 min. inhibition, % at 10 µM. 350,000 tested, 0.052% active. AID 588391, 2011;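 active means mean inhibition across replicates of 30% or more, whatever share of single replicates reach that level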;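 further: absorbance from insulin aggregation driven by PDI reduction with DTT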
# Target sequence (P07237 whole entry, looked up): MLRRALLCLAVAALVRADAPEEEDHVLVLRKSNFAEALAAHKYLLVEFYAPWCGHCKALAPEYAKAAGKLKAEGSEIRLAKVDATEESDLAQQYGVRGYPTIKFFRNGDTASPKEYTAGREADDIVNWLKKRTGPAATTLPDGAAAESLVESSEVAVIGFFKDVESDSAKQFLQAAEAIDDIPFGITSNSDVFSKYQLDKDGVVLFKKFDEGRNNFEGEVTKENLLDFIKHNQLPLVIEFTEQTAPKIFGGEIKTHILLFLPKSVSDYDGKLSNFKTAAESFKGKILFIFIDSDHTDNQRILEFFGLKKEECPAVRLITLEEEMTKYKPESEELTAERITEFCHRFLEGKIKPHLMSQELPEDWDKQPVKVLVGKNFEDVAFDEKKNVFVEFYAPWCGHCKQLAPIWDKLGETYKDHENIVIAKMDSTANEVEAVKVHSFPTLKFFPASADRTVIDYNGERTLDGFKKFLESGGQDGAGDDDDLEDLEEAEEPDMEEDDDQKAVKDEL
# KKLEB cytotox = cytotoxicity in KKLEB CF airway cells, primary screen, cytotoxicity control for CF NF-kB inhibitor project, cell-based, uHTS, fluorescence assay plates. KKLEB CF airway cells viability, ATPlite luminescence, overnight; stronger effect = lower value; cells stimulated with P. aeruginosa culture filtrate. activity change (cytotoxicity), % at 5 µM. 360,000 tested, 0.36% active;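 active means corrected activity change at or below -50% at 5 µM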
# HIF-2a inh = HIF-2a reporter inhibitors, primary screen, luminescence, 786-0 RCC cells | 786-0 RCC cells HIF-2a reporter, luciferase luminescence, overnight | inhibition, % at 18.8 µM | 360,000 tested, 0.72% active;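 active means inhibition of the luminescence signal of 40% or more relative to plate controls, in a single-dose primary screen at 18.75 µM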
# Shn3 inh set2 = reduction of Shn3 3'UTR firefly luciferase signal, primary screen, Schnurri-3 inhibitor project, cell-based, Clone20 osteoblasts, set 2; Clone20 osteoblast Shn3 3'UTR firefly luciferase, 24 h; inhibition, % at 12.5 µM; 360,000 tested, 0.52% active;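 active means mean inhibition of at least 75% with every replicate also reaching 75%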;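 further: 0% = median of neutral control wells and 100% = pilot-screen positive control compound; some compounds past the cut are filed as inactive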
# Numbers without * were called inactive; x = no result given. A portion of the library (hit frequency here may not be typical).
# Below each compound: HIF-2a inh, Vif inh, Peg3 promoter, PDI turbidity, NR2E3 ag-2, NR2E3 ag-1, Shn3 inh set2, KKLEB cytotox, CaV13 FRET inh, MITF TRPM1 inh, CF NFkB block
O=C(NC(C(Cl)Cl)N1CCOCC1)c1ccccc1 (centres undefined)
→ 0, -4, 3, -4, 2, -20, -24, 2, 1, 6, -24
CN1OC[C@@H]2COc3ccc4ccccc4c3[C@@H]21
→ -13, -2, -10, 0, 4, -30, -19, 3, -4, -13, 9
Cc1cccc(N=Cc2c(O)n(-c3ccccc3C)c(=O)[nH]c2=O)c1
→ 14, 6, 4, 17, 2, -19, -23, 7, -7, -1, -8
CCc1c(C)nc(N)nc1N1N=C1SCC#N
→ 15, -5, 10, -1, 5, -10, -5, -10, -5, -1, 3
COc1ccccc1OP(=O)(Nc1ccc(Br)cc1)Oc1ccccc1OC
→ 4, -3, 42, -5, 2, -2, 2, -13, -2, 13, -4
Cc1nn(Cc2ccccc2)c(C)c1C(=O)OCC(=O)NCc1ccco1
→ 14, 7, 3, 0, 0, -15, -2, -11, x, 8, 8
C=CCn1c(O)c(C(C)=NC2CC2)c(=O)[nH]c1=O
→ -4, x, -8, -26, 1, -14, 12, 26, -5, 10, -18
Cc1cccc(-n2c(=S)[nH]c3ccccc3c2=O)n1
→ 9, 1, -4, -2, -1, -7, 2, 12, 0, 2, -5
Cc1ccc(O)c(C)c1
→ 10, -1, -18, x, 2, 5, 4, -15, x, -7, -4
CN(C)C(=O)Oc1ccc2c(c1)O/C(=C\c1ccc(Cl)cc1)C2=O
→ -256, 3, -181, -5, -1, -19, -112, -2, -3, -106, 9
O=c1[nH]c(O)c(C=Nc2ccccc2Sc2ccccc2)c(=O)[nH]1
→ 9, 2, 11, 4, 0, -30, -9, -9, -16, -4, 4
Cn1c(O)c(/C=C2\C=Nc3ccc(Br)cc32)c(=O)n(C)c1=O
→ 18, 5, 10, -4, -2, 2, -8, 10, -22, 4, -29
CCOC(=O)C(O)(c1ccc(N=c2ccccn2C)cc1)C(F)(F)F (centres undefined)
→ 21, 6, -1, 3, 3, 11, 17, 4, -5, -3, -2
CN(C)c1ccc(C=C(C#N)C#N)cc1
→ 7, 3, -5, 19, 3, 7, -6, 10, -6, 6, -8
Cc1nn(Cc2ccccc2)c(C)c1C=C1C(=O)NC(=S)NC1=O
→ 10, 0, 16, -10, 1, 3, -2, -12, -3, 2, 16
CCCCc1nc2ccccc2c(=O)n1-c1ccc(Cl)cc1[N+](=O)[O-]
→ 14, 7, 17, 5, 0, -44, -12, 7, -6, -3, -8
CC12CCC(O)CC1CCC1C2CCC2(C)C(C(=O)CO)CCC12 (centres undefined)
→ 8, -15, 18, x, x, 11, 4, -13, x, x, 24
CC(=O)O[C@@]12CO[C@@H]1C[C@H](O)[C@@]1(C)C(=O)[C@H](O)C3=C(C)[C@@H](OC(=O)[C@H](O)[C@@H](NC(=O)c4ccccc4)c4ccccc4)C[C@@](O)([C@@H](OC(=O)c4ccccc4)C12)C3(C)C (some centres undefined)
→ 23, 25, 11, x, 1, -54, -9, -18, x, x, 24
CN1CC(C(=O)c2cccs2)C(c2ccc(Cl)cc2)C1 (centres undefined)
→ -1, -8, -5, -78, -3, -4, 17, 5, -4, -6, 1
CC(CCN1CC1)=NNC(=O)Nc1cccc2ccccc12
→ 6, -3, -15, 6, x, -13, 2, -1, -4, 5, 20
O=C(Cn1ncc2ccsc2c1=O)N1CCC2(CC1)OCCO2
→ -22, 17, -3, 4, -1, -6, 8, -3, -6, -9, -13
CC(=O)OC1C2CCC1C(N1CCCC1)CC2 (centres undefined)
→ 8, 3, 3, 3, 4, -4, -3, 4, -6, -1, 4
N#C/C(N)=C(/N)C#N
→ 13, 2, 6, x, 1, 7, 13, 13, x, -5, -28
O=C1NC(=S)N(c2ccc(Cl)cc2)C(=O)/C1=C/N1CCN(C(=O)c2ccco2)CC1
→ -5, 3, 1, -5, 0, 9, -5, 11, -5, 10, -16
CN1CCN(c2nc3c(c(=O)[nH]2)CCC3)CC1
→ 13, 12, 18, 1, -2, 5, -4, 7, 0, 16, 5
CN(C)CC1Oc2ccccc2OC1(O)c1ccccc1 (centres undefined)
→ 55*, 31, 103*, 5, x, -5, 39, -41, -4, 60, 76*
CC(=O)OC(C)(C)/C=C/C(=O)C(C)(O)C1[C@H](O)C[C@@]2(C)C3CC=C4C(CC[C@@H](O)C4(C)C)[C@]3(CO)C(=O)C[C@]12C (some centres undefined)
→ 72*, -2, 84*, 1, -3, 45, 70, -92*, -20, 85*, 91*
O=C1C2CCCN2C(c2cccc(Cl)c2)N1c1ccccn1 (centres undefined)
→ -2, 6, 3, -2, 3, 11, -13, 8, -4, 1, 7
CCC(=NCc1cc(OC)cc(OC)c1)c1c(O)[nH]c(=O)[nH]c1=O
→ 17, 14, 19, -1, -2, 8, -9, -11, 4, 8, -3
COCCCN1Cc2ccccc2C1=N
→ 16, 4, 9, -2, 0, -12, -5, 10, x, 3, 0
O=C(Nc1ccccc1)N1CCC2(CC1)OCCO2
→ -7, -9, 12, 5, 0, 2, -4, -3, 0, -13, 4
CCn1c(O)c(/C=N/NC(=O)c2ccccc2)c(=O)n(CC)c1=S
→ 21, -7, 3, 10, 2, 7, 3, -6, 4, x, 20
NC(=O)c1ccc(N)nc1
→ 3, -3, 8, 6, x, -5, 72, -91*, -5, 16, 78*
Fc1ccc(C2=CCN(C(c3cccs3)c3nnnn3CCc3ccccc3)CC2)cc1 (centres undefined)
→ -22, x, 20, -5, -1, -18, -8, 9, -5, 0, 4
O=c1[nH]c2ccccc2n1C1CCN(C(CCc2ccccc2)c2nnnn2C2CCCCC2)CC1 (centres undefined)
→ -84, -6, 98*, x, x, -4, 8, -69*, -7, x, 86*
COC(=O)C1=C(c2ccccc2OCc2ccccc2)C[C@@H]2CC[C@H]1N2C(=O)NCc1ccc(Cl)cc1
→ 20, 8, 18, -3, 4, 10, 22, 9, -6, -1, 7
CC1C(c2ccccc2)OCCN1C (centres undefined)
→ -7, 3, 3, 2, x, -20, -12, 16, -6, -17, -2
CN1CCc2nc3ccc(F)cc3c(C(N)=O)c2C1
→ 9, 60*, 2, 11, -1, -6, -17, -13, -5, 1, 7
CN1CCN(c2ccc([N+](=O)[O-])c3no[n+]([O-])c23)CC1
→ 61*, -1, 102*, 2, -3, 43, 97*, -56*, -7, 86*, 59*
O=S(=O)(c1ccccc1)N1CCCCC1c1cccnc1 (centres undefined)
→ -5, 4, 2, 1, -2, -32, 23, 4, x, 5, 4
Cc1ccc(S(=O)(=O)N(C)C/N=C(\N)N[N+](=O)[O-])cc1
→ 8, 2, 11, 4, 5, -27, 1, 0, -4, -10, 6
CCN(CC)C(=O)c1ccc(NC(=O)c2ccc(-n3cncn3)c([N+](=O)[O-])c2)cc1
→ -1, x, -14, 1, 4, 8, 8, 8, -15, 4, -3
CCN(CC)CCCOC(=O)C(OC)(c1ccccc1)c1ccccc1
→ -17, 16, -10, -2, -1, -25, -5, -3, -9, 6, -2
CCC(=NCc1ccco1)c1c(O)n(-c2ccc(Cl)cc2)c(=O)[nH]c1=O
→ 9, 1, 4, -2, 2, 0, -1, -4, -2, 0, -26
CC(=O)O[C@H]1C(=O)[C@@]2(C)C([C@H](OC(=O)c3ccccc3)[C@]3(O)C[C@H](OC(=O)[C@H](O)[C@@H](NC(=O)Cc4ccccc4)c4ccccc4)C(C)=C1C3(C)C)[C@]1(OC(C)=O)CO[C@@H]1C[C@@H]2O (some centres undefined)
→ -12, 45, 20, x, -3, -26, 28, -19, x, x, 4
Fc1ccc(N2Cc3ccccc3-n3nncc3C2)cc1
→ -4, -6, 3, x, x, -20, 13, -8, -6, x, -4
COC(=O)C1=C(c2ccc(S(C)(=O)=O)cc2)C[C@@H]2CC[C@H]1N2C(=O)NCc1cccc2ccccc12
→ 10, 0, 11, -4, 1, -10, -11, -2, -10, -5, -8
O=c1[nH]c(CN2CCNCC2)nc2ccccc12
→ 11, -4, 10, -6, 3, -9, -7, -5, x, 21, -13
C(#CCN1CCOCC1)COCc1ccccc1
→ -30, 11, -20, 4, 3, -6, -21, -4, -4, -4, 18
CC(C)c1ccccc1NC1=NCCCS1
→ 6, -4, 4, -9, 6, -25, -6, 5, -3, -7, 5
CCC(=O)OC1(Cc2ccc(CC)cc2)CC(C)N(C)CC1C (centres undefined)
→ 9, -8, -5, -3, 0, 9, 10, -4, -3, 2, 2
CC1(C)C2([N+](=O)[O-])CN3CC1([N+](=O)[O-])CN(C2)C3c1cccnc1 (centres undefined)
→ 20, 5, 8, -5, 2, 5, -2, -7, -3, 7, 11
NP(=O)(OCCCCc1ccccc1)Oc1ccccc1Cl (centres undefined)
→ 1, -2, 0, -4, 5, 27, -25, -17, 0, 7, 16
Cc1nc2cc(C(=O)N3CCC4(CC3)OCCO4)ccc2n1-c1cccc(F)c1
→ 2, x, 0, 14, 1, -6, x, -2, -7, 8, 0
CC1=CC2OC3CC4OC(=O)C=CC=CC(=O)OCCC(C)C(O)C(=O)OCC2(CC1)C4(C)C31CO1 (centres undefined)
→ 75*, 11, 97*, 0, x, 103*, 98*, -20, -3, 104*, 90*
CC(Cc1ccccc1)NC(=O)CCCCC(=O)NC(C)Cc1ccccc1 (centres undefined)
→ 17, -8, 22, -6, -3, -30, 3, 22, -1, 7, -14
CCCC(=O)NC1=C(N2CC2)C(=O)C(NC(=O)CCC)=C(N2CC2)C1=O
→ -8, 6, 2, -2, x, 6, 49, 22, -7, 52, 17
COc1cc(OC)cc(C2(C#N)CCN(C)CC2)c1
→ 13, 3, 16, 2, -2, -24, -7, 13, -5, 3, 14
COc1ccc(N2CC2c2ccncc2)cc1 (centres undefined)
→ 8, 0, 10, -3, -1, 7, -6, -5, 1, 9, 24
C[C@]12CCC(=O)C=C1C=CC1C2CC[C@]2(C)C(=O)CCC12 (some centres undefined)
→ 15, 11, 8, -3, x, 28, -28, -13, -6, 1, 28
COC(=O)c1ccc(N=C(c2ccccc2)c2c(O)n(C)c(=O)n(C)c2=O)cc1
→ 5, 3, -15, 7, 0, 4, -34, 5, -5, 5, -10
O=c1[nH]c(=S)n(CCC2=CCCCC2)c(O)c1/C=N/Nc1ccccc1
→ 14, -13, 9, -3, 0, -17, -10, -4, -3, 9, 6
Cc1cccc(OP(=O)(Oc2cccc(C)c2)OC(c2ccccc2)C(F)(F)F)c1 (centres undefined)
→ 16, -8, 27, 5, 1, -9, 22, -11, -6, 13, 13
